# Tb PYK inh: qHTS of Trypanosoma Brucei Inhibitors; TbPYK enzyme, Kinase-Glo Plus ATP luminescence, 45 min; hit rate 0.12% among 410,000; Potency, µM (doses to about 76.8 µM), without a hit: at the top dose activity, negative = inhibition, hits mostly inhibitors; pyruvate kinase (Trypanosoma brucei), Q57TT1; AID 624173, 2012; further: potency means the concentration at half of the fitted maximal effect; on the % scale 0 is the no-effect control and ±100 the full control effect; nearly all actives have a fitted effect of over 50% in size
#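 Quantitative HTS: titrated library compounds versus trypanosomal pyruvate kinase in TEA buffer (pH 7.2) containing KCl, MgCl2, BSA and Tween-20. Reactions were initiated with ADP, 130 uM final. Kinase-Glo Plus luminescence was read after 45 min at RT.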
# Cycloheximide cs: Cycloheximide Counterscreen for Small Molecule Inhibitors of Shiga Toxin | cell reporter, cycloheximide protein synthesis inhibition counterscreen | max response, % | hit rate 12% among 300,000; in the data active means max response mostly above about 13%, no sharp cut-off; inactive means mostly below about 14%; further: read at 38.3 µM for the half of the compounds with a filed dose; 0% is about no effect
# Pf growth 96h: Primary qHTS for delayed death inhibitors of the malarial parasite plastid, 96 hour incubation | hit rate 6.9% among 320,000 | P. falciparum luciferase reporter growth, 96 h | Potency, µM (highest dose often 28.7 µM), inactives show at the highest dose activity change, negative = inhibition, actives largely listed as inhibitors | AID 504834, 2011; further: potency means the concentration at half of the fitted maximal effect; on the % scale 0 is the no-effect control and ±100 the full control effect
#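 Erythrocytes infected with luciferase-expressing P. falciparum were dispensed at 2% hematocrit and 0.05% parasitemia (final), then incubated with compounds 96 hours at 37 C in 5% CO2. Luminescence after detection reagent addition reported growth.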
# LmPK inhibitor: qHTS Assay for Inhibitors of Leishmania Mexicana Pyruvate Kinase (LmPK). hit rate 0.37% among 290,000. Potency, µM (series often up to 57.5 µM), for the others: top-dose activity change, negative = inhibition, hits mostly inhibitors. AID 1721, 2009. purified LmPK, Kinase-Glo ATP luminescence, 1 h; further: potency means the concentration at half of the fitted maximal effect; on the % scale 0 is the no-effect control and ±100 the full control effect
# Target sequence (Q27686 whole entry, looked up): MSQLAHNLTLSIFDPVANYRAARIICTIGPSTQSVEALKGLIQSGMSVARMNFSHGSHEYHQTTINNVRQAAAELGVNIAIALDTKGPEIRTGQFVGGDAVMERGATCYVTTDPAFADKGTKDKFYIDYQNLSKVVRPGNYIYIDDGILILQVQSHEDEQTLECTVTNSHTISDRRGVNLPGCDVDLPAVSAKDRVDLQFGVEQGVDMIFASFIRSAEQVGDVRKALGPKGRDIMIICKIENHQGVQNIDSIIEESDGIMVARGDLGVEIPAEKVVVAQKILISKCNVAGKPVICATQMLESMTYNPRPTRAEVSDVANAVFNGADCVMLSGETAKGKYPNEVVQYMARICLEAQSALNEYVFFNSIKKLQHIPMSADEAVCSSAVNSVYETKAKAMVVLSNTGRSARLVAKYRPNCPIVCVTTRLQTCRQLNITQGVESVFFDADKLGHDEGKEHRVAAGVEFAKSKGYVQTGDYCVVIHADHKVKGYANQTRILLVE
#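 Kinase-Glo luminescence read after 1 h RT reaction of 0.1 nM LmPK with 0.5 mM PEP and 0.1 mM ADP. Activity scaled between uninhibited and enzyme-free controls.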
# AMA1-RON2 inh: qHTS for Inhibitors of AMA1-RON; Towards Development of Antimalarial Drug Lead: Primary Screen | Plasmodium falciparum AMA1 (3D7) - RON2 peptide interaction | AlphaScreen AMA1-biotinylated RON2 peptide binding | Potency, µM (doses to about 58.2 µM), inactives show at the top dose activity change, negative = inhibition, actives largely listed as inhibitors | hit rate 0.2% among 360,000 | AID 720542, 2013;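 further: potency means the concentration at half of the fitted maximal effect; 0% = vehicle wells and -100% = peptide control; nearly all actives have a fitted effect of over 45% in size; some results filed as inactive show a strong effect at the top dose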
#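 AMA1 (3D7) with his tag at 25 nM final met compounds first, then biotinylated RON2 peptide at 25 nM; detection used donor plus acceptor beads, 10 µg/mL apiece, read by AlphaScreen after 30 min at room temperature.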
# Pf growth 48h: Primary qHTS for delayed death inhibitors of the malarial parasite plastid, 48 hour incubation. AID 504832, 2011. Potency, µM (highest dose often 28.7 µM), for the others: top-dose activity change, negative = inhibition, hits mostly inhibitors. P. falciparum luciferase growth in erythrocytes, 48 h. hit rate 5.9% among 310,000; further: potency means the concentration at half of the fitted maximal effect; on the % scale 0 is the no-effect control and ±100 the full control effect
#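 Luminescence readout; reporter = integrated firefly luciferase in P. falciparum. RBC culture at 2% hematocrit, 0.1% parasitemia final, 37 C/5% CO2; decreased signal taken as growth inhibition.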
# Shiga inhibitor: A qHTS for Small Molecule Inhibitors of Shiga Toxin | Vero cells, Shiga toxin protein synthesis inhibition reporter | inhibition, % at 38.7 µM | hit rate 9.2% among 290,000; in the data active means inhibition mostly above about 28%, no sharp cut-off; inactive means mostly below about 43%; further: 0% is about no effect
# * marks the source's active call; other numbers are inactive results; ? = inconclusive; . = not tested or not shown; [ ] = dose if it differs, or a comment. Unless noted, the call rests on the fitted dose curve; in most records, active means well fitted curve in the direction sought with a large enough effect; inconclusive means small, poorly fitted or top-dose-only effect, or another doubt; inactive means no such curve, though single readings can be large; an effect the other way counts as inactive or inconclusive.
SMILES,Tb PYK inh,Cycloheximide cs,Pf growth 96h,LmPK inhibitor,AMA1-RON2 inh,Pf growth 48h,Shiga inhibitor
C[C@@H]1C(=O)O[C@H]2[C@H](O)[C@@]34[C@H]5C[C@@H](C(C)(C)C)[C@]36[C@@H](OC(=O)[C@@H]6O)O[C@@]4(C(=O)O5)[C@@]12O,2%,1,21%,0%,-8%,25%,-5
CNC(=O)CSc1nnc(-c2ccco2)n1-c1ccccc1,-13%,-4,56%[activator],1%,3%,5%,1
O=C(NC1CCN(S(=O)(=O)c2ccc(F)cc2)CC1)c1cccc(F)c1,-4%,1,?,-4%,0%,6%,-1
CC(Oc1ccc(Br)cc1)C(=O)NCC(c1ccco1)N1CCCCC1 (configuration not stated),-8%,.,?,.,4%,12µM*,.
CC(C)CC(C(=O)NC(=O)NCc1ccccc1)N1C(=O)c2ccccc2C1=O (configuration not stated),1%,2,68%[activator],3%,-2%,0%,-7
Cc1cc(OCC(=O)N2CCC(C(=O)O)CC2)c2c(C)c(C)c(=O)oc2c1,4%,-2,5%,-7%,-4%,30%[activator],-2
COc1cccc(OC)c1OCCCCCCN1CCN(C)CC1,0%,-3,7%,4%,2%,2%,-11
Cc1[nH]n(-c2ccccc2)c(=O)c1N=Nc1nccs1,-11%,14*,?,-9%,30%,.,26
CC1CCN(CCCNC(=O)c2cc3c(Cl)nc4ccccc4c3s2)CC1,-4%,-6,9%,3%,-2%,?,-6
COc1ccc(NC(=O)CNS(=O)(=O)c2cccs2)cc1,3%,17,0%,3%,-2%,23%,6
Cc1ccc(C(=O)N2CCN(c3cccc(Cl)c3)CC2)cc1C,1%,17,.,3%,3%,10%,-2
O=c1[nH]c(SCc2ccccc2)nc2c1cnn2-c1ccc(F)cc1,1%,-2,-2%,1%,12%,2%,-3
COc1ccc(NC(=O)Cn2nnc(C(=O)Nc3ccccc3C)c2N)cc1,1%,1,-16%,-4%,-4%,-22%,-4
Cc1c(NC(=O)C(C)OC(=O)c2cccc(S(=O)(=O)N(C)C)c2)c(=O)n(-c2ccccc2)n1C (configuration not stated),12%,-1,20%,0%,-5%,4%,17
CCN1CNC(=S)N(C(C)c2ccccc2)C1 (configuration not stated),-4%,-4,27%,0%,-7%,7%,-5
O=C(Cn1c(CO)nc2ccccc21)NCCc1ccccc1,-1%,30,30%[activator],0%,0%,-11%,57
CCc1cccc(N(CC(=O)NC2CCCCC2)C(=O)c2csnn2)c1,-2%,-3,1%,1%,-2%,-12%,-7
COc1ccc(-c2nc3c(c4nnc(SC(C)C(=O)Nc5ccc(C)cc5)n24)COC(C)(C)C3)cc1 (configuration not stated),-2%,-3,2.6µM*,3%,-4%,7.4µM*,-8
COC(=O)CS(=O)(=O)c1ccsc1C(=O)Nc1ccc(F)c(F)c1,-19%,-1,?,-3%,-3%,0%,-5
COc1ccc(N=C2SC(CC(=O)Nc3ccccc3F)C(=O)N2Cc2ccco2)cc1 (configuration not stated),-4%,21*,?,4%,-7%,?,20
O=C1C2=C(SCCS2)C(=O)N1CCCO,7%,-1,-7%,-4%,15%,12%,-14
CCCOc1c(OC)cccc1C1CC(=O)Nc2cc3c(cc21)OCO3 (configuration not stated),-10%,1,-18%,-2%,-7%,?,-9
CCOC(=O)C1CCN(C(=O)c2cccc(S(=O)(=O)N(C)C3CCCCC3)c2)CC1,-5%,.,-8%,.,-24%,?,.
Cc1ccc(C(=O)c2ccccc2C(=O)OCC(=O)N2CC(C)CC(C)C2)cc1 (configuration not stated),3%,.,7.4µM*,.,-2%,7.4µM*,.
O=C(NCCO)c1ccc2c3n(nc2c1)-c1ccccc1CO3,-28%,39*,238%[activator],?,21%,3%,44*
COc1ccc(NC(=O)COC(=O)CC23CC4CC(CC(C4)C2)C3)c([N+](=O)[O-])c1,1%,-2,-2%,0%,?,2%,-2
N#CC1=C(N)NC(SCC(=O)Nc2ccccc2)=C(C#N)C12CCCCC2,6%,-3,13µM*,1%,32%[activator],?,-6
O=C(CSc1n[nH]c(=O)[nH]c1=O)N/N=C/C=C/c1ccccc1,-1%,-1,12%,-1%,-2%,6%,11
Cc1ccc(C(=O)COC(=O)c2cccc(NC(=O)c3ccc([N+](=O)[O-])cc3[N+](=O)[O-])c2)cc1,5%,36*,195%[activator],-7%,19%,-64%,136*
Cc1cccc(-n2ccnc2SCC(=O)Nc2cc(C)on2)c1,-2%,5,10µM*,2%,-7%,-22%,4
O=c1c(O[C@@H]2O[C@H](CO)[C@@H](O)[C@H](O)[C@H]2O)c(-c2ccc(O)c(O)c2)oc2cc(O)cc(O)c12,.,-4,.,7%,.,.,7
COc1ccc(NC(=O)CN(C)CC(=O)NCC2CCCCC2)cc1,7%,.,30%[activator],.,3%,?,.
COc1ccc(CCNC(=O)C(=O)N2CCCC2)cc1OC,2%,0,11%,-3%,22%,33%[activator],-6
COc1ccccc1OCCC(=O)N1CCN(c2ccccc2OC)CC1,0%,1,-4%,-7%,1%,-5%,-8
Cc1csc2ncnc(NNC(=O)c3ccc(Cl)cc3)c12,-7%,7,?,-1%,12%,0%,7
COc1ccc(C(=O)NC2c3ccccc3-c3ccccc32)cc1,1%,-3,?,2%,-2%,14%,-12

# Compound profiles (already shown). Order of values: Tb PYK inh	Cycloheximide cs	Pf growth 96h	LmPK inhibitor	AMA1-RON2 inh	Pf growth 48h	Shiga inhibitor
# COc1ccc(C(=O)NC2c3ccccc3-c3ccccc32)cc1 reads 1%	-3	?	2%	-2%	14%	-12
# COc1ccc(NC(=O)COC(=O)CC23CC4CC(CC(C4)C2)C3)c([N+](=O)[O-])c1 reads 1%	-2	-2%	0%	?	2%	-2
# O=C(CSc1n[nH]c(=O)[nH]c1=O)N/N=C/C=C/c1ccccc1 reads -1%	-1	12%	-1%	-2%	6%	11
# Cc1csc2ncnc(NNC(=O)c3ccc(Cl)cc3)c12 reads -7%	7	?	-1%	12%	0%	7

# (continued)
SMILES,Tb PYK inh,Cycloheximide cs,Pf growth 96h,LmPK inhibitor,AMA1-RON2 inh,Pf growth 48h,Shiga inhibitor
C/C(=N/NC(N)=S)c1ccc(Br)s1,-9%,-3,-3%,2%,82%[activator],15µM*,15
COC(=O)C(NC(C)=O)(Nc1ccc(Br)cn1)C(F)(F)F (configuration not stated),6%,3,?,-2%,-1%,-6%,-12
Nc1nc(NC(=O)c2cccc(S(=O)(=O)N3CCCCCC3)c2)nc(-c2ccccc2)n1,1%,0,15%,2%,0%,?,-16
COc1ccc(CNC(=O)C(=O)c2cn(CC(=O)N3CCOCC3)c3ccccc23)cc1,0%,15,-2%,-5%,-1%,34%[activator],25
COc1ccccc1NS(=O)(=O)c1cccc(C(=O)N2CCN(Cc3ccc4c(c3)OCO4)CC2)c1,-4%,.,?,.,21%,?,.
O=C(Nc1ccc(Nc2ccncc2)cc1)c1ccc(Nc2ccnc3ccc([N+](=O)[O-])cc23)cc1[N+](=O)[O-],-3%,-2,0.52µM*,0%,?,1.5µM*,-7
O=S(=O)(c1ccc(F)cc1)N1CCCCC1c1cccnc1 (configuration not stated),11%,-4,?,2%,6%,?,-4
CCOC(=O)/C(C#N)=C/Nc1ccccc1OC,-6%,25*,3%,-11%,10%,68%[activator],43*
Cc1ccc(C)c(N(C(=O)c2csnn2)C(C(=O)NC2CCCCC2)c2ccccn2)c1 (configuration not stated),-1%,-1,-1%,6%,5%,-20%,-6
CCOC(=O)c1csc(N)n1,-7%,34*,-25%,-25%,-3%,126%[activator],80*
COc1ccc(-c2csc(NC(=O)C3=NN(c4ccccc4)C(=O)CC3)n2)cc1,11%,23*,?,-2%,-3%,?,50
Cc1cc(NC(=O)COC(=O)C2CC(=O)N(c3ccc(Cl)cc3)C2)no1 (configuration not stated),-3%,-4,6%,-3%,5%,10%,-5
Cc1nc2ccc(NC(=O)CS(=O)(=O)c3ccccc3)cc2s1,2%,.,60%[activator],.,13%,-4%,.
Cc1cc(C)n2nc(-c3ccc(F)cc3)nc2n1,-8%,24*,?,?,8%,135%[activator],84
O=C1CC(c2cccc([N+](=O)[O-])c2)c2c(ccc3ccccc23)N1 (configuration not stated),-7%,-2,-20%,6%,0%,5%,-18
Cc1ccc(OCc2nc(-c3ccc(Cl)cc3)n[nH]2)cc1,1%,20*,20%,-6%,16%,27%,63*
CCN(CC(=O)NCc1ccc(Cl)cc1)C(=O)c1cccc(S(=O)(=O)Nc2ccc(OC)cc2)c1,7%,.,-1%,.,29%,?,.
Cc1cccc(N2CC(C(=O)Nc3nnc(SCCN4CCOCC4)s3)CC2=O)c1 (configuration not stated),1%,-3,?,1%,11%,-14%,-5
N#CC1(NC(=O)CSc2nnc(Cc3ccccc3)o2)CCCCC1,7%,.,?,.,2%,-18%,.
CC(=O)Nc1ccc(NC(=O)C(C)Sc2n[nH]c(=O)n2Cc2ccccc2)cc1 (configuration not stated),-2%,-4,-2%,0%,11%,4%,-3
CC(=O)O[C@@H]1C[C@H]2C(C)=C[C@H]3OC(=O)[C@@H](C)[C@H]3C[C@H]2[C@]1(C)O,-5%,-3,69%[activator],4%,7%,50%[activator],-6
Cc1onc(-c2c(F)cccc2Cl)c1C(=O)NC1CC1,-6%,-3,21%,-2%,-1%,13%,-10
Cc1nc2c(c(=O)n1CCC1=CCCCC1)c1nc3ccccc3nc1n2/N=C/c1ccccc1,-3%,5,-6%,-1%,-6%,.,25
CCOC(=O)Cc1csc(SCC(=O)N2CCN(c3ccc(OC)cc3)CC2)n1,6%,4,.,-1%,-29%,?,16
COc1ccc(Cl)cc1C(Nc1cccnc1)c1ccc2cccnc2c1O (configuration not stated),145%[activator],1,?,34%,-58%,5.2µM*,-6
C/C(=N\NC(=O)Cn1nc(C)c([N+](=O)[O-])c1C)c1ccco1,10%,-1,6%,-3%,26%,12%,-4
COc1ccc(S(=O)(=O)N2CC3CC(C2)c2cccc(=O)n2C3)cc1 (configuration not stated),4%,-2,86%[activator],-2%,14%,-6%,-10
COc1ccc(C(=O)NC(=S)NNC(=O)CNC(=O)C2CCCCC2)cc1,-16%,15,?,3%[11.5 µM],64%[activator],10%,46
CN(C)c1ccc(NC(=O)COC(=O)c2cc(Cl)ccc2[N+](=O)[O-])cc1,-12%,9,17%,0%,-1%[11.6 µM],28%,2
CCOC(=O)c1c(NC(=O)C2C3CCC(O3)C2C(=O)O)sc(C)c1-c1ccc(F)cc1 (configuration not stated),0%,-2,-1%,-2%,0%,?,-1
Oc1c(C=NCc2ccc(F)cc2)[nH]c2ccc(Br)c(Cl)c12,.,-2,.,-1%,.,2.6µM*,-7
COc1ccc(OC)c(Nc2nc(N)nc(CCl)n2)c1,-4%,-1,?,-4%,6%,?,20
CN(C)/C=C/C(=O)c1ccn(S(=O)(=O)c2ccccc2)c1,5%,-3,?,1%,-13%,?,2
